Screening results (PubChem)
CRFR2-BP antag = blocks CRF-induced signaling of the CRF-BP/CRF-R2 complex. inhibition, % at 11.8 µM. 350,000 tested, 0.59% active. HEK293 CRF-R2/CRF-BP, CRF-induced calcium fluorescence. AID 588475;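 active = inhibition of the ligand-induced calcium signal above about 50% at the single tested concentration, limit read from the data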
CRFR2-BP ag = CRF-BP/CRF-R2 complex agonism; HEK293 CRF-R2/CRF-BP, calcium dye fluorescence (FLIPR); percent of saturating CRF peptide response; activation, % at 13.2 µM; 350,000 tested, 0.46% active; AID 588473;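 active = activation of at least 50%, plus an integration ratio under a set limit after plate pattern correction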;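 also: plate controls were neutral control wells without compound for no effect and CRF at EC100 for full effect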
MEKK2 WT-MEK5 = raises or lowers MEK5 binding to wildtype human MEKK2 PB1 domain; bead flow cytometry, Alexa488-MEK5 binding to MEKK2 WT; actives lie on both sides; binding response (% of control), % at 10 µM; 290,000 tested, 1.1% active; AID 1531; in the data active = binding response below about 67% or above about 130%
UBC9 SUMO inh = SUMOylation inhibition | HTRF SUMOylation assay, SAE1/SAE2 + UBC9, in vitro | inhibition, % at 35 µM | 290,000 tested, 0.36% active; in the data active = inhibition above about 50%, passing the limit was not always enough; also: strong numbers were not always called active
Target sequence (P63279 whole entry, looked up): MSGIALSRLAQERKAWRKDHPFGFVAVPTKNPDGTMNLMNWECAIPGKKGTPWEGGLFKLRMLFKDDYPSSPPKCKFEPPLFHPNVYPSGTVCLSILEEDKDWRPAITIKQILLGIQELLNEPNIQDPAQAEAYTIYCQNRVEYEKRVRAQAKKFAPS
MEKK2 mut-MEK5 = signal of MEK5 binding to mutant human MEKK2 PB1 domain; bead flow cytometry, Alexa488-MEK5 binding to MEKK2 mutant; percent response, % at 10 µM; 290,000 tested, 0.35% active; in the data active = percent response above about 24%, passing the limit was not always enough; also: inactives centre near 1; some results filed as inactive read as strong as hits; reference of the scale not given here
GalR3 antag = antagonists of human GalR3 | HEK293 GalR3-CNG cAMP membrane potential fluorescence; galR3 body fused to GalR1 C-terminus | inhibition, % at 3 µM | 360,000 tested, 0.44% active;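 active = inhibition above the screen-wide average plus 3 SD, cut at about 13% in these data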;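 also: forskolin and galanin both at EC90 stimulate the cells; cAMP rise reported by CNG channel membrane potential dye signal; 0% = forskolin plus galanin with DMSO and 100% = forskolin alone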
Target sequence (O60755 1-299 limits assumed): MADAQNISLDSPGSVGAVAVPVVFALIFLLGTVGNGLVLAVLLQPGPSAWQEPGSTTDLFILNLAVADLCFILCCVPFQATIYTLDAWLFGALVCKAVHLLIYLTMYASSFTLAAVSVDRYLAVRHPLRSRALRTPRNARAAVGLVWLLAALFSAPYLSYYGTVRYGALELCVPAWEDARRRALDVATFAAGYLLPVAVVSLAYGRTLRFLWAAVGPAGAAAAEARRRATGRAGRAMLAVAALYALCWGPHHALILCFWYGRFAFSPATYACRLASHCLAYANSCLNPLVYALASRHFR
HCV NS3 hel inh = HCV NS3 helicase inhibition | inhibition, % at 10.9 µM | NS3 helicase DNA unwinding, Cy5 molecular beacon fluorescence | 290,000 tested, 0.56% active;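 active = inhibition above the mean of all tested compounds plus 3 SD, set per campaign, cut at about 35% in these data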;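 also: 0% = DMSO wells and 100% = thioflavine S control wells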
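Assay system: hepatitis C virus NS3 helicase domain fragment enzyme. Also added: annealed dual-labelled DNA beacon duplex, ATP-started. Timing: 1 h reaction at 25 °C, ATP-initiated. Technique: Cy5 fluorescence at 0 and 60 min, beacon hairpin quenching. Evaluation: % inhibition of unwinding. Replication: one well per compound.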
MEKK3 PB1 HTS = raises or lowers MEK5 binding to the human MEKK3 PB1 domain. Q99759. bead-based flow cytometry, Alexa488-MEK5 binding to MEKK3; actives lie on both sides; 0 = blocked by unlabeled MEK5, 100 = vehicle. binding response (% of control), % at 10 µM. 290,000 tested, 1.4% active. AID 1529;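 active = binding response more than 3 SD above or below the average of its plate-row segment, actives on both sides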;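 also: Alexa488 bead fluorescence after subtracting the streptavidin-only scavenger bead signal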
Target sequence (Q99759 whole entry, looked up, the tested form may be a part): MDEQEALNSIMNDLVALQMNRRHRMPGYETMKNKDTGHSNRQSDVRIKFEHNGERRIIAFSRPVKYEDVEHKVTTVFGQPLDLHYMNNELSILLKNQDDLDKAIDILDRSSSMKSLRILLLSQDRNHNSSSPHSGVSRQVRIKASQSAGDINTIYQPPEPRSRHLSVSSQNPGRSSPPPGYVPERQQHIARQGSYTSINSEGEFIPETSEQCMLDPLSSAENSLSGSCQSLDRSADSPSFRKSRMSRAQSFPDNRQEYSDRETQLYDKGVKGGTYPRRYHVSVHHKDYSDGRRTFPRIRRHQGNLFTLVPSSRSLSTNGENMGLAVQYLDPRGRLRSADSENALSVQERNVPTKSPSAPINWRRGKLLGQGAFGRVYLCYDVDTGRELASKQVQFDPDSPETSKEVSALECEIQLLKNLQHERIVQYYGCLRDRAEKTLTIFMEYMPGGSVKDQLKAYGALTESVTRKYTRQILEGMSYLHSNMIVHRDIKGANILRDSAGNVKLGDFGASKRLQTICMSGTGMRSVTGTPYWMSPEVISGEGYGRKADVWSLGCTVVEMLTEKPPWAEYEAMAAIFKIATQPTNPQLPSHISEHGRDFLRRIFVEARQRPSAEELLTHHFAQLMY
DNA FID counter = counter-screen for HCV NS3 helicase inhibitors: DNA intercalator displacement; AID 1845; 290,000 tested, 0.17% active; DNA fluorescent intercalator displacement, fluorescence; inhibition, % at 7.9 µM; in the data active = inhibition above about 37%;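 also: 0% = vehicle and 100% = reference compound; higher means more ethidium bromide displaced from hairpin DNA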
Active calls of the source: *; . = no result given; [ ] = remark or other dose. Some of the compounds tested; the hit share may differ from the screen's.

SMILES	CRFR2-BP antag	CRFR2-BP ag	MEKK2 WT-MEK5	UBC9 SUMO inh	MEKK2 mut-MEK5	GalR3 antag	HCV NS3 hel inh	MEKK3 PB1 HTS	DNA FID counter
COC(=O)C1=C(c2cccc(OC)c2OC)C[C@@H]2CC[C@H]1N2C(=O)NCCS(C)=O (some centres not stated)	0	0.3	93	.	-5	-2	.	93	.
CN1C(=O)C(=Cc2ccc(OCCN(C)c3ccccn3)cc2)C(=O)N(C)C1=O	-27	4.3	96	-5	-1	1	3	103	-13
Clc1ccccc1N1CCN(Cc2ccc3c(c2)OCO3)CC1	1	-0.1	103	5	4	-3	-16	102	15
Cn1c(O)c(/C=N/N2CCOCC2)c(=O)n(-c2ccccc2)c1=S	27	-0.7	90	16	-9	-5	3	93	-9
COc1ccccc1N1C(=O)NC(=O)C(CCc2ccncc2)(CCc2ccncc2)C1=O	-2	0.0	99	-18	-1	-6	6	97	-13
Cc1c(C(=O)c2ccccc2)c2ccccc2n1C	9	0.9	78	22	11	-9	-5	88	-13
O=C(NCC(c1cccnc1)N1CCOCC1)Oc1ccccc1 (configuration not stated)	4	0.6	106	3	4	-2	1	105	-1
c1ccc2cc(C3N4CCCN34)ccc2c1 (configuration not stated)	-13	0.1	94	21	-9	-5	1	103	-4
Cc1ccc(CS(=O)(=O)CCC(=O)N2CCC3(CC2)OCCO3)cc1	-11	0.4	96	3	-2	0	-16	92	-10
Cc1cc(/C=C2\C(=O)NC(=O)N(c3ccccc3F)C2=O)c(C)n1-c1cc(C(=O)O)cc(C(=O)O)c1	0	2.1	97	5	-6	-8	27	93	-3
C=CCn1c(O)c(C(C)=NCc2cccnc2)c(=O)[nH]c1=O	12	5.6	103	-5	5	-2	-6	104	-1
O=C(Cn1c2c(c(-c3ccccc3Cl)cc1=O)CCC2)N1CCC2(CC1)OCCO2	-12	-2.0	98	28	-2	-2	4	101	-26
CCCNC(=O)c1c(N)n(Cc2ccco2)c2nc3ccccc3nc12	-26	23	91	30	-2	.	-2	98	-6
Cc1cc(C=C2C(=O)N(C)C(=S)N(C)C2=O)c(C)n1C1CCCC1	11	2.3	55*[inhibitor]	1	-13	9	-2	84	-6
CCN(CC)C(=O)c1ccc2c(c1)C1C(Cl)C(Sc3ccccc3[N+](=O)[O-])CC1C(C(=O)O)N2 (configuration not stated)	-1	0.6	85	49	-8	.	18	94	13

An excerpt of these results, field by field.
c1ccc2cc(C3N4CCCN34)ccc2c1 (configuration not stated)
  CRFR2-BP antag: -13 | CRFR2-BP ag: 0.1 | MEKK2 WT-MEK5: 94 | UBC9 SUMO inh: 21 | MEKK2 mut-MEK5: -9 | GalR3 antag: -5 | HCV NS3 hel inh: 1 | MEKK3 PB1 HTS: 103 | DNA FID counter: -4
CCN(CC)C(=O)c1ccc2c(c1)C1C(Cl)C(Sc3ccccc3[N+](=O)[O-])CC1C(C(=O)O)N2 (configuration not stated)
  CRFR2-BP antag: -1 | CRFR2-BP ag: 0.6 | MEKK2 WT-MEK5: 85 | UBC9 SUMO inh: 49 | MEKK2 mut-MEK5: -8 | GalR3 antag: . | HCV NS3 hel inh: 18 | MEKK3 PB1 HTS: 94 | DNA FID counter: 13
C=CCn1c(O)c(C(C)=NCc2cccnc2)c(=O)[nH]c1=O
  CRFR2-BP antag: 12 | CRFR2-BP ag: 5.6 | MEKK2 WT-MEK5: 103 | UBC9 SUMO inh: -5 | MEKK2 mut-MEK5: 5 | GalR3 antag: -2 | HCV NS3 hel inh: -6 | MEKK3 PB1 HTS: 104 | DNA FID counter: -1
CN1C(=O)C(=Cc2ccc(OCCN(C)c3ccccn3)cc2)C(=O)N(C)C1=O
  CRFR2-BP antag: -27 | CRFR2-BP ag: 4.3 | MEKK2 WT-MEK5: 96 | UBC9 SUMO inh: -5 | MEKK2 mut-MEK5: -1 | GalR3 antag: 1 | HCV NS3 hel inh: 3 | MEKK3 PB1 HTS: 103 | DNA FID counter: -13

More results
SMILES	CRFR2-BP antag	CRFR2-BP ag	MEKK2 WT-MEK5	UBC9 SUMO inh	MEKK2 mut-MEK5	GalR3 antag	HCV NS3 hel inh	MEKK3 PB1 HTS	DNA FID counter
Cc1cc(OCc2cc(C(=O)O)oc2C)c2c3c(c(=O)oc2c1)CCCC3	0	-0.5	94	30	-8	-5	4	96	-46
O=C(CNC(=O)OCc1ccccc1)NCC(=O)Nc1ccc(Br)cc1C(=O)c1ccccc1	7	-1.1	96	-16	-3	-2	-11	97	-38
O=c1c2ccccc2[nH]c(=S)n1-c1ccc2c(c1)OCCO2	3	-1.9	102	15	9	1	2	100	-5
CN1C[C@H](CO)C[C@@H]2c3cccc4[nH]cc(c34)C[C@H]21	30	-1.1	104	20	9	-17	19	101	-6
CC/C(=N\N1CCCCCC1)c1c(O)n(-c2ccc(C)cc2)c(=O)[nH]c1=O	-7	2.4	99	0	13	-4	10	102	-31
CCOc1c(P(=S)(N(C)C)N(C)C)c(C)nn1-c1ccccc1	3	6.5	102	-4	3	-1	-7	103	-17
Cc1ccc(Cl)cc1-n1c(O)c(C=NCCCN2CCOCC2)c(=O)[nH]c1=O	-4	-1.1	103	9	-1	-2	4	103	-4
Cc1ccc(C2=CCNCC2)cc1	-24	0.4	105	-8	-2	0	0	107	1
O=C(Cc1ccccc1)N1CCN(C2CCCCCC2)CC1	-10	-0.4	83	13	-20	-2	8	81	12
O=C(O)C1C2CCC(O2)C1C(=O)Nc1cccc(Br)c1 (configuration not stated)	11	-2.2	106	-4	5	-8	3	106	2
O=C(NC1CN2CCC1CC2)c1cccc(Cl)c1 (configuration not stated)	-8	-0.3	107	-2	4	-7	1	102	-2
CNC(=O)O/N=C/c1nn(C(=O)C(C)(C)C)cc1Br	3	0.5	98	6	-2	-3	-1	95	-4
CC1(C)CC(N(CCc2ccccc2)Cc2ccccc2)CCO1 (configuration not stated)	-1	1.0	103	-15	-11	-8	5	98	0
COCCCn1c(N)c(C(=O)Nc2ccccc2)c2nc3ccccc3nc21	-2	-2.6	82	96	-18	-5	-10	78	-4
O=C(CN1CCCC1=O)NCCc1ccccc1	13	2.8	101	-7	3	-7	1	104	2
CN(C/N=C(\N)N[N+](=O)[O-])S(=O)(=O)c1ccccc1	2	0.5	100	14	-2	0	-12	113	1
O=C(c1ccccc1)c1ccccc1N=Cc1c(O)[nH]c(=O)[nH]c1=O	-5	-1.4	112	-5	0	-4	2	118	-10
N/C(=N\[N+](=O)[O-])N1CCN(C(=O)OC2CCCC2)CC1	1	-0.8	105	15	5	-8	0	105	-4
O=C1CCN(C(=O)CNC(=O)Cc2ccccc2)CC1	4	2.6	92	2	-6	-5	-1	101	-1
Cc1cc(C=C2C(=O)N(C)C(=S)N(C)C2=O)c(C)n1-c1cccnc1	-1	2.4	82	11	-1	-3	5	95	-11
COc1cccc(-n2nc(C(=O)N3CCC4(CC3)OCCO4)c3ccccc3c2=O)c1	3	-0.4	101	23	1	2	4	99	-2
Oc1cc2c(cc1CN1CCN(c3ccccc3)CC1)CCC2	-37	3.3	108	.	-2	-2	2	109	-2
O=C(c1ccccc1)C1CCCN(Cc2nc(-c3cnccn3)no2)C1 (configuration not stated)	-16	-0.7	85	-8	-3	-3	2	97	-10
CCC(=NCCCn1ccnc1)c1c(O)n(Cc2ccccc2)c(=O)[nH]c1=O	3	-1.2	104	-13	2	1	-3	102	-2
CC(=NCCN1CCOCC1)c1c(O)n(Cc2ccccc2)c(=O)[nH]c1=O	21	1.0	98	-4	-2	-5	4	101	-4
COc1ccc(N=C(C)c2c(O)n(C3CCCCC3)c(=O)[nH]c2=O)c(OC)c1	-8	-0.1	95	34	5	2	-2	103	-1
CN1CCC(N(C)c2nc(-c3ccc([N+](=O)[O-])cc3)nc3ccccc23)CC1	-34	2.0	.	5	.	-10	-78	.	46*
CC(=O)[C@@]1(O)CC[C@H]2[C@@H]3CC=C4C[C@@H](O)CC[C@]4(C)[C@H]3CC[C@@]21C	9	-1.4	93	10	2	3	-5	104	1
CC(=O)O[C@@]12CO[C@@H]1C[C@@H](O)[C@@]1(C)C(=O)[C@H](O)C3=C(C)[C@@H](OC(=O)[C@H](O)[C@@H](NC(=O)c4ccccc4)c4ccccc4)C[C@@](O)([C@@H](OC(=O)c4ccccc4)C12)C3(C)C (some centres not stated)	-4	2.0	95	-11	2	-6	-25	99	-39
C=CCN1C(=O)NC(=O)/C(=C\c2ccc(-c3ccccc3[N+](=O)[O-])o2)C1=O	-17	1.9	97	15	-4	-4	8	96	-8
O=C(COC(=O)Cc1ccccc1)Nc1ccc(F)cc1	-5	-0.7	103	-7	-1	-3	12	103	1
CC(C)C(=O)Nc1ccc(N2CCN(C)CC2)c(F)c1	38	-3.1	91	25	-6	-3	7	100	-5
C[N+]1(C)[C@@H]2CC[C@H]1CC(OC(=O)[C@@H](CO)c1ccccc1)C2 (some centres not stated)	-2	0.3	110	14	5	-9	-8	103	-2
Cc1cc(OC(C)C(=O)NCc2ccncc2)c2c3c(c(=O)oc2c1)CCCC3 (configuration not stated)	2	-1.8	95	.	-6	7	32	100	-34
CCc1ccc(NP(=O)(Oc2ccccc2F)Oc2ccccc2F)cc1	-29	2.1	-3.0*[inhibitor]	-33	-27	-7	-7	1.0*[inhibitor]	-10
COc1cc2c(cc1OC)CN(c1ccc([N+](=O)[O-])c(C(F)(F)F)c1)CC2	11	-0.8	101	-21	-1	-2	-13	96	3
COc1ccc(/C=C/C2=CCN(C)CC2)cc1	11	0.7	104	7	-3	-3	-11	94	4
Cc1cc(OCC(=O)NCc2ccncc2)c2c3c(c(=O)oc2c1)CCC3	5	1.0	98	5	-3	-8	9	96	-12
CC(C)n1c(O)c(C=NCc2ccccc2)c(=O)[nH]c1=S	-58	2.2	96	15	-7	-2	-4	95	-13
Cn1c(O)c(C=Nc2ccc(F)cc2)c(=O)[nH]c1=O	-8	-1.3	104	11	4	0	4	111	3
Cc1ccc(C2CN(C)CC2C(=O)c2ccc(F)cc2)cc1 (configuration not stated)	-19	-0.1	110	-11	5	-10	-2	101	-4
CCC12CN3CC(CC)(CN(C1)C3c1cccnc1)C2=O (configuration not stated)	-6	-0.1	101	-8	2	1	-8	102	-3
C[N+]1(CC2COC(c3ccco3)O2)CCCCC1 (configuration not stated)	-3	-0.9	82	8	-11	-2	10	101	-1
Cc1nc2cc(C(=O)N3CCC4(CC3)OCCO4)ccc2n1-c1ccc(Br)cc1	10	-0.2	103	9	3	3	-1	99	-34
O=C(c1cc2cc(Cl)ccc2[nH]1)N1CCC2(CC1)OCCO2	-15	1.9	106	2	7	2	7	103	-35
CCOP(=S)(NN(Cc1ccccc1)C(=O)c1ccccc1)OCC	21	-0.1	94	-1	-4	-5	-12	94	-21
CN1C(=O)C(=Cc2sc(=O)n(-c3ccccc3)c2N2CCCCC2)C(=O)N(C)C1=O	-37	31	99	13	1	-2	5	97	-13
CCN(CC)CCOC(=O)c1cc2cc(COC)ccc2o1	3	0.9	99	-4	3	.	-6	98	0
Cc1ccc(CN2CCSc3ccc(C(=O)N4CCC5(CC4)OCCO5)cc32)cc1	-14	-0.3	99	12	3	5	-10	99	-60
O=C(c1cccnc1)C1CCCN(Cc2nc(-c3cnccn3)no2)C1 (configuration not stated)	5	1.1	104	-6	2	-3	0	109	-9
O=C1NC(=O)N(Cc2ccccc2)C(=O)/C1=C\N1CCCc2ccccc21	3	10	102	10	0	-2	10	104	-6
FC(F)(F)Oc1ccc(C2NCc3ccccc3-n3cccc32)cc1 (configuration not stated)	-16	-3.1	104	-9	0	-12	-28	100	16
CC(C)OC(=O)c1c(N)n(Cc2ccco2)c2nc3ccccc3nc12	0	29	105	.	-2	-1	9	105	-2
